Compound activity (PubChem)
GlmU inhibition: inhibition of mycobacterial GlmU enzyme – biochemical, glucosamine-1-phosphate acetyltransferase (AID 1376). 220,000 tested, 0.25% active. M. tuberculosis GlmU acetyltransferase enzyme assay; higher % means a stronger effect. one-dose inhibition, %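 (tested at 30 µM in the primary screen)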; IC50 in µM for titrated hits; in the data active means inhibition above about 13%; inconclusive means no clear call, values can overlap the other calls;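 further: 0% = complete reaction with vehicle and 100% = reaction without substrate; strong numbers were not always called active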
RmlCD inh 1536: blocks M. tuberculosis RmlC and RmlD coupled enzymes; P9WH09+P9WH11; RmlC+RmlD coupled enzyme assay, percent inhibition; primary screen in compound mixtures; inhibition, % at 3.6 µM; 160,000 tested, 0.03% active; in the data active means inhibition mostly above about 34%, no sharp cut-off; inconclusive means no clear call, values can overlap the other calls; inactive means mostly below about 22%; further: some results filed as inactive read as strong as hits
Target sequence (P9WH09 whole entry, looked up): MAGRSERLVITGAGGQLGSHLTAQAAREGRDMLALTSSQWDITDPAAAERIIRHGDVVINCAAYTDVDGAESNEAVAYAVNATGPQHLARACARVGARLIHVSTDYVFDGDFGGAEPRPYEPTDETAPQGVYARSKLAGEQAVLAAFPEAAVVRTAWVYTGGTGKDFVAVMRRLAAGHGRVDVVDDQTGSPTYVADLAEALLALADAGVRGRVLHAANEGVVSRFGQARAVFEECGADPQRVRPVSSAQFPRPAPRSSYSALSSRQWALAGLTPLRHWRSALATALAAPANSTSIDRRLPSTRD
Target sequence (P9WH11 whole entry, looked up): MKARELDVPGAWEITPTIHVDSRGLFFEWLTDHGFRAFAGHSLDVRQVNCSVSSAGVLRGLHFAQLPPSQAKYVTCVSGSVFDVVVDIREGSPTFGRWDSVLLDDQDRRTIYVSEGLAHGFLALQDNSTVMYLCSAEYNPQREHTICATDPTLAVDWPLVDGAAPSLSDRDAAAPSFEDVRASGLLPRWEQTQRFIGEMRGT
* hit, by the source's call; ? = inconclusive; / = no result given.

SMILES	GlmU inhibition	RmlCD inh 1536
Cc1c(CCOC(=O)CC23CC4CC(CC(C4)C2)C3)sc[n+]1Cc1ccccc1	-9.9%	/
CC(C)CC1NC(=O)N(CC(=O)NC2CCCc3ccccc32)C1=O (configuration not stated)	5.6%	9
CCN(CC)S(=O)(=O)c1ccc(N(C)Cc2cccc(OC)c2OC)nc1	-1.0%	-10
Cc1ccc(CSc2nc3c(c(=O)[nH]c(=O)n3C)n2CCC(C)C)cc1	-3.4%	7
COC(=O)CCC(=O)NNC(=O)c1ccc(Cl)cc1Cl	2.1%	/
Cc1cccc(OCCNc2nc3c(c(=O)n(C)c(=O)n3C)n2C)c1	-1.0%	/
COc1ccc(-n2nc3c(c2NC(=O)c2c(F)cccc2Cl)CS(=O)C3)cc1 (configuration not stated)	1.9%	36
O=C(COc1ccccc1/C=C1\SC(=O)NC1=O)Nc1ccccc1	-0.4%	9
Cc1cc(C)c2c3c(sc2n1)C(=O)N(C)CC(=O)N3	-1.2%	-1
O=C(Nc1ccc(S(=O)(=O)N2CCCC2)cc1)c1cccs1	2.1%	-5
Cc1ccccc1SCCNC(=O)c1ccccc1Br	-7.4%	/
O=C(NC(=C(Cl)Cl)P(=O)(c1ccccc1)c1ccccc1)c1ccccc1	7.6%	5
Cc1c(Cl)c([N+](=O)[O-])nn1CC(=O)N1CCCc2ccccc21	7.5%	-9
CCn1cc(/C=N\NC(=O)Cc2ccc([N+](=O)[O-])cc2)c(C)n1	3.2%	/
COc1cccc(/C=N/NC(=O)c2cc3c(OC)cccc3[nH]2)c1OC	5.0%	-7
CN(C)S(=O)(=O)c1cccc(C(=O)NC(=S)N(CCC#N)Cc2cccnc2)c1	2.4%	2
COCCn1c(SCc2nc3cc(OC)c(OC)cc3c(=O)[nH]2)nnc1-c1ccncc1	1.6%	10
CNC(=O)c1sc(Nc2cc(C)ccc2C)nc1C	2.1%	-9
O=C(OCC(=O)N1CCN(C(=O)c2ccco2)CC1)c1cc(=O)c2ccccc2o1	-2.6%	/
CC(C)(C)C(=O)NC(=S)NCc1ccccc1	2.6%	6
Cc1ccc(C2=CSC3=NS(=O)(=O)CCN23)cc1C	-2.1%	/
CN(C)C(CNS(=O)(=O)c1ccc(Br)cc1)c1cccnc1 (configuration not stated)	-1.5%	5
O=C(C[n+]1ccc2ccccc2c1)c1ccccc1	-3.7%	7
C#CC[N+](C)(C)CCCCCCCCCC	-5.8%	4
CCCCc1nnc(NC(=O)C(C)Sc2nc(C)cc(=O)[nH]2)s1 (configuration not stated)	-6.7%	/

Continuation:
SMILES	GlmU inhibition	RmlCD inh 1536
CCN(CC)S(=O)(=O)c1ccc(C(=O)Nc2ccc(Cc3ccncc3)cc2)cc1	-4.2%	0
CN(C)c1ccc(-c2cc([C@H]3[C@@H]4C=CCC[C@@]4(C)C(=O)N3Cc3ccccc3)ccc2F)cc1	5.3%	-9
CCN(CC)CCCNC(=O)C1c2cc(OC)c(OC)cc2C(=O)N(C)C1c1cccnc1 (configuration not stated)	6.8%	-1
Cc1ccc(Sc2c(C)nn(C(=O)C3CC3)c2C)cc1	3.8%	13
Cc1c(C=O)c2ccccc2n1Cc1ccc([N+](=O)[O-])cc1	1.4%	1
COc1ccc(-c2ncnc(C(F)(F)F)c2-c2csc(C)n2)c(O)c1	11%	88
CC1=NN(c2ccccc2)C(=O)/C1=C\C=C1/N(C)c2ccccc2C1(C)C	-11%	2
COc1ccc(OC)c(-n2nnnc2SCC(=O)NCc2ccc3c(c2)OCO3)c1	3.5%	-3
Cn1ncc(C#N)c1NC(=O)C1CC(c2ccccc2Cl)=NO1 (configuration not stated)	-0.1%	-13
O=C1Cc2ccccc2C(=O)N1Cc1ccccc1	-18%	12
CN1CCN(c2ccc(CNS(=O)(=O)c3ccccc3)cc2)CC1	-0.3%	-3
C=CCNC(=O)c1onc(CSc2ccccc2)c1C(=O)NCC=C	-3.3%	/
Nc1ccc(Br)cc1Br	1.1%	2
S=C(NC1CCCCC1)N1CCn2cccc2C1c1cccnc1 (configuration not stated)	3.6%	10
O=C(Cn1cc2c(n1)CCCCC2)N1CCCCC1	0.4%	/
CCOC(=S)N/C(=N\S(=O)(=O)c1ccc(C)cc1)c1ccccc1	7.5%	/
C=CCOC(=O)C(=O)/C=C/c1coc2ccccc2c1=O	7.3%	/
Cc1csc(N2CCCC2=O)n1	-2.4%	1
C=CCn1c(CCCOc2ccc(Cl)cc2Cl)n[nH]c1=S	2.9%	13
CC(=O)c1ccc(-c2ccccc2[C@H]2[C@H]3C=CC[C@@H](C)[C@@H]3C(=O)N2Cc2ccccc2)cc1	2.7%	/
COc1ccc(/C=N/NC(=O)CCSc2nc3ccccc3s2)cc1OC	3.5%	4
NC(=O)C1(N2CCCCC2)CCN(C2CC(=O)N(Cc3ccc(N4CCCC4=O)cc3)C2=O)CC1 (configuration not stated)	-3.0%	3
COc1ccc(CNC(=O)c2ccc3nccnc3c2)cc1	-3.6%	0
O=C(O)CNC(=O)C(c1ccccc1)c1ccccc1	-0.2%	29
c1ccc(Cc2nn[nH]n2)cc1	0.8%	/

Continued:
SMILES	GlmU inhibition	RmlCD inh 1536
Cc1ccc(SCCN2CCN(CCc3ccccc3)CCC2=O)cc1	-0.3%	/
CN(C1CCCCC1)S(=O)(=O)c1ccccc1	-1.8%	/
CCC(Oc1ccc2ccccc2c1)C(=O)O (configuration not stated)	-2.3%	/
O=S(=O)(NCC1CCCO1)c1cnc(Cl)c(Cl)c1 (configuration not stated)	-5.1%	/
O=C(NCc1ccccn1)c1c(O)c2cccc3c2n(c1=O)CC3	3.7%	12
CCOc1ccc(N(C(=O)c2cnccn2)C(C(=O)NC2CCCCC2)c2ccc(O)cc2)cc1 (configuration not stated)	7.7%	-15
CCOC(=O)/C=c1\s/c(=C\c2ccc(C)cc2)c(=O)n1CC(=O)NCc1ccco1	-0.6%	0
O=c1c2sc3nc(N4CCOCC4)c4c(c3c2nnn1Cc1ccccc1)CCCC4	-3.7%	/
Cc1nc2c(C(=O)NCCC(C)C)c[nH]n2c(=O)c1Cc1ccccc1F	-2.0%	4
O=C1CCCc2oc3ccc(NS(=O)(=O)c4cccc5cccnc45)cc3c21	0.0%	-8
c1cnc(-c2nnc3n2CCCCC3)cn1	-9.8%	8
O=C(CSc1nnc(-c2ccc(O)cc2)n1Cc1ccco1)N1CCc2ccccc2C1	1.5%	1
CCCCn1c(O)c(C(C)=NCc2ccco2)c(=O)[nH]c1=O	-2.0%	/
O=C(NCCCN1CCN(Cc2ccccc2)CC1)C1CCN(S(=O)(=O)N2CCCC2)CC1	-5.0%	-2
CCOC(=O)CSc1nc(=O)n2cccc(C)c2n1	-2.7%	0
N#Cc1c(N2CCN(c3ccc(F)cc3)CC2)nc(N)c2c(N)nc3c(c12)CC(=O)N3C1CC1	0.2%	3
Cc1ccc(Nc2cnn(C34CC5CC(CC(CC(=O)O)(C5)C3)C4)c(=O)c2Cl)cc1	-0.3%	-10
CCOC(=O)Cc1csc(CC(N)=O)n1	-3.7%	-13
O=C(O)c1cccc(-c2nc3ccccc3[nH]2)c1	7.2%	6
Cc1cc(/C=C(/C#N)C(=O)Nc2ccccc2)c(C)n1-c1cccnc1	-3.1%	/
CCOc1ccc(NC(=O)c2ccccc2CO)cc1	0.3%	2
Cc1[nH][nH]c(=O)c1C(c1ccc(-c2cccc(Cl)c2)o1)c1c(C)[nH][nH]c1=O	-0.3%	6
COc1cc2c(cc1OC)C1(CCCC1)CNC2c1ccc([N+](=O)[O-])cc1 (configuration not stated)	-0.2%	/
O=C1C(=O)N2C(=C1C(=O)N1CCCCCC1)c1ccccc1CC21CCCC1	-1.0%	/
O=C1Nc2cc3c(cc2Sc2ccccc21)OCCO3	-2.9%	0

More results.
SMILES	GlmU inhibition	RmlCD inh 1536
Cc1ccccc1-n1c(=O)cc(NCC2CCCO2)[nH]c1=O (configuration not stated)	-5.0%	/
COc1ccc2c(c1OC)C(=O)N(c1ncn[nH]1)C2	1.2%	-3
Cc1ncsc1CCOC(=O)c1ccc(Cl)cc1	-1.8%	-9
COc1cccc(-c2nc(CS(=O)(=O)CC(=O)Nc3cc(C)ccc3C)c(C)o2)c1	0.0%	3
COc1ccc(C(=O)/C=C/c2ccc(OC3CSC3)cc2)cc1OC	2.4%	2
NC(=O)CSc1nc2ccc([N+](=O)[O-])cc2[nH]1	0.4%	10
CC(C)(C)SCCNC(=O)CN(c1ccccc1)S(=O)(=O)c1ccc(F)cc1	1.0%	/
CC1CCc2c(sc(NC(=O)c3ccc(-c4ccccc4[N+](=O)[O-])o3)c2C#N)C1 (configuration not stated)	-0.5%	-1
CC(=O)Nc1ccc(NC(=O)CCSCCc2ccccn2)cc1	-3.0%	3
CCN(CC)CCCNC(=O)c1cc2nc3c(c(C(F)(F)F)n2n1)CCc1ccccc1-3	-10%	57
CCCCC(=O)OCc1nc(N)nc(Nc2ccccc2C)n1	-8.9%	11
O=C1C=C(Nc2ccccc2O)c2ccccc2C1=O	1.1%	-17
CN(C)CCNc1c2c(nc3nnnn13)CCCC2	-4.7%	-41
C/C(=N\NC(=O)CCCOc1ccc(Cl)cc1C)c1ccc(C)o1	6.7%	/
COc1ccc(Cl)cc1NC(=O)Nn1cnnc1	5.2%	-6
CCOC(=O)c1ccc(N2C(=O)CC(Nc3ccc(O)cc3)C2=O)cc1 (configuration not stated)	2.6%	2
CCOC(=O)c1cnc(SCC(=O)Nc2ccc(NC(C)=O)c(OC)c2)nc1N	-3.9%	13
CCOc1ccc(/C=N/NC(=O)C(C)Sc2ccccn2)cc1OCC (configuration not stated)	2.9%	-1
Cc1ccn2c(NC(=O)c3ccccc3)c(-c3cccs3)nc2c1	4.9%	18
COc1ccc(Cn2nnnc2C(c2cc(OC)ccc2OC)N2CCC(C(N)=O)CC2)cc1 (configuration not stated)	0.9%	/
Nc1nnc(CCN2CCCCC2)s1	1.5%	/
CC(C)OC(=O)C(C)Oc1ccc(C(=O)NCCc2ccccc2)cc1 (configuration not stated)	2.0%	5
COc1ccc(C(=O)Nc2ccccc2C(=O)N/N=C/c2ccc(O)c(OC)c2)cc1	-0.1%	/
Cc1cccc(NC2=C(Cl)C(=O)OC2OC(C)C)c1 (configuration not stated)	-4.9%	/
Cc1ccc(-c2cc(C(=O)Nc3ccc(S(=O)(=O)Nc4ncccn4)cc3)c3ccccc3n2)cc1	-8.1%	/

Taken from the entries so far, 15 compounds:
SMILES	GlmU inhibition	RmlCD inh 1536
CC(C)(C)SCCNC(=O)CN(c1ccccc1)S(=O)(=O)c1ccc(F)cc1	1.0%	/
CC1CCc2c(sc(NC(=O)c3ccc(-c4ccccc4[N+](=O)[O-])o3)c2C#N)C1 (configuration not stated)	-0.5%	-1
CC(=O)Nc1ccc(NC(=O)CCSCCc2ccccn2)cc1	-3.0%	3
CCN(CC)CCCNC(=O)c1cc2nc3c(c(C(F)(F)F)n2n1)CCc1ccccc1-3	-10%	57
CCCCC(=O)OCc1nc(N)nc(Nc2ccccc2C)n1	-8.9%	11
O=C1C=C(Nc2ccccc2O)c2ccccc2C1=O	1.1%	-17
CN(C)CCNc1c2c(nc3nnnn13)CCCC2	-4.7%	-41
C/C(=N\NC(=O)CCCOc1ccc(Cl)cc1C)c1ccc(C)o1	6.7%	/
COc1ccc(Cl)cc1NC(=O)Nn1cnnc1	5.2%	-6
CCOC(=O)c1ccc(N2C(=O)CC(Nc3ccc(O)cc3)C2=O)cc1 (configuration not stated)	2.6%	2
CCOC(=O)c1cnc(SCC(=O)Nc2ccc(NC(C)=O)c(OC)c2)nc1N	-3.9%	13
CCOc1ccc(/C=N/NC(=O)C(C)Sc2ccccn2)cc1OCC (configuration not stated)	2.9%	-1
Cc1ccn2c(NC(=O)c3ccccc3)c(-c3cccs3)nc2c1	4.9%	18
COc1ccc(Cn2nnnc2C(c2cc(OC)ccc2OC)N2CCC(C(N)=O)CC2)cc1 (configuration not stated)	0.9%	/
Nc1nnc(CCN2CCCCC2)s1	1.5%	/

(cont.)
SMILES	GlmU inhibition	RmlCD inh 1536
CCOC(=O)c1c(/N=C/c2c(O)n(-c3cccc(C)c3)c(=O)[nH]c2=O)sc2c1CCCC2	8.9%	/
CN(C(=O)CSc1ncnc2sccc12)c1c(N)n(Cc2ccccc2)c(=O)[nH]c1=O	/	-9
COCc1nnc(SCC(=O)Nc2cccc(Cl)c2C)n1-c1ccccc1	1.0%	/
Cc1cccc(C)c1NC(=O)c1cc2c(=O)c3ccccc3oc2nc1C(F)(F)F	-1.7%	-1
CCOC(=O)c1cccc(NC(=O)c2ccc(N(C)C)cc2)c1	2.0%	-3
O=C(Nc1ccc(O)cc1)C1CC=CCC1 (configuration not stated)	1.6%	/
CCn1cc([N+](=O)[O-])c(C(=O)Nc2ccc3c(c2)OCCO3)n1	3.3%	/
COc1ccc(CNCCC2(Cc3ccccc3)CC(C)N(C)CC2C)cc1OC (configuration not stated)	1.2%	-10
C=CCn1nc(-c2ccccc2)c2c(C)onc2c1=O	1.0%	?
CC1CCN(c2nc3c(c(=O)n(C)c(=O)n3C)n2Cc2ccccc2)CC1	-3.5%	5
CC(C)[n+]1ccn(C2=C([O-])c3ccccc3C(=O)/C2=N\S(=O)(=O)c2ccccc2)c1	-1.0%	/
CC1(C)CC(=O)C=C(C(=O)N2CCCC(C(=O)c3cccc(Cl)c3)C2)O1 (configuration not stated)	3.7%	-8
O=C(Nc1ccccc1)c1ccsc1	-2.4%	1
S=C(NCCN1CCCCC1)Nc1ccc(Br)cc1	-6.9%	/
CN1CCN(c2nc3c(c(=O)[nH]c(=O)n3C)n2CCSc2nc3ccccc3s2)CC1	-3.2%	-5

A portion of the library; the hit share may differ from the screen's.
